GDH-TPI counter: counter-screen for M. tuberculosis FBA inhibitors: GDH-TPI coupled enzymes. GDH-TPI coupled enzyme counterscreen, NADH absorbance. inhibition, % at 4.8 µM. hit rate 1.2% among 360,000. AID 588335; in the data active means inhibition above about 30%;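 further: 0% = DMSO wells and 100% = wells lacking the enzyme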
Rv3671c inh: inhibitors of M. tuberculosis serine protease Rv3671c; AID 2606; inhibition, % at 5.96 µM; hit rate 0.048% among 320,000; P9WHR9; in the data active means inhibition above about 38%;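 further: extracellular domain of Rv3671c used as enzyme; 0% = enzyme with DMSO and 100% = no enzyme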
Target sequence (P9WHR9 whole entry, looked up, the tested form may be a part): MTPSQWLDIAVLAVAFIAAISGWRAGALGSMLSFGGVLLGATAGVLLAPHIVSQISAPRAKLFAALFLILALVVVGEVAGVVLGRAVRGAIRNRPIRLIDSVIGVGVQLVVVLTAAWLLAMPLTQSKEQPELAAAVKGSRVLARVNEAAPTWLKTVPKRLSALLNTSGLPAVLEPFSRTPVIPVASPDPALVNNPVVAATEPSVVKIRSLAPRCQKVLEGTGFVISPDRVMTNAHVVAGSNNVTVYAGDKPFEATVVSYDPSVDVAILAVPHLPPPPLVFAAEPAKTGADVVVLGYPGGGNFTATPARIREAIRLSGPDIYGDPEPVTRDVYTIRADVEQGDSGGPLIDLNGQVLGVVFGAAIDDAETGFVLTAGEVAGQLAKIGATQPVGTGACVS
Mtb FBA inh: inhibits M. tuberculosis FBA enzyme; P9WQA3; purified M. tuberculosis FBA, fluorescence read-out; inhibition, % at 1 µM; hit rate 2.3% among 360,000; AID 588726; in the data active means inhibition above about 27%;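 further: 0% = vehicle and 100% = reference inhibitor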
Target sequence (P9WQA3 whole entry, looked up): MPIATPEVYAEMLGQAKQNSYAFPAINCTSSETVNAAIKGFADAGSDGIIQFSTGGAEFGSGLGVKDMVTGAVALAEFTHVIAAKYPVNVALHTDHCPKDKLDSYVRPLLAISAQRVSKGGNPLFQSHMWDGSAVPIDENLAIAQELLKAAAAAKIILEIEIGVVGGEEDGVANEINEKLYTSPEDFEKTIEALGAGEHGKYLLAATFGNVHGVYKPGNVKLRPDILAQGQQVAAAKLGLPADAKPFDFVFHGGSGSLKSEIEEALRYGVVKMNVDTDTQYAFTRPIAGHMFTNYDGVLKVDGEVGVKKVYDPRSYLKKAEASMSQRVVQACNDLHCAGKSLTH
FadD28 FP inh: M. tuberculosis FadD28 bisubstrate binding inhibition; hit rate 0.22% among 360,000; FadD28 bisubstrate probe binding, fluorescence polarization; inhibition, % at 12.5 µM; AID 588549; in the data active means inhibition above about 8.5%, passing the limit was not always enough; inconclusive means no clear call, values can overlap the other calls
UGM FP inh: inhibitors of M. tuberculosis UDP-galactopyranose mutase | AID 504406 | hit rate 0.06% among 320,000 | inhibition, % at 10 µM | purified UGM, fluorescence polarization probe displacement; in the data active means inhibition above about 10%, passing the limit was not always enough; inconclusive means no clear call, values can overlap the other calls
BoNT F protease: blocks Botulinum neurotoxin F light chain protease. AID 588497. inhibition, % at 10 µM. hit rate 0.22% among 360,000. Multiplex microsphere protease cleavage assay, flow cytometry; in the data active means inhibition above about 35%, passing the limit was not always enough; inconclusive means no clear call, values can overlap the other calls; further: plate controls were buffer without enzyme for full effect and enzyme alone for no effect
Mtb BioA inh: inhibitors of Mycobacterium tuberculosis BioA enzyme; purified M. tuberculosis BioA enzyme, plate reader; inhibition, % at 9.99 µM; hit rate 0.096% among 360,000; in the data active means inhibition above about 40%; inconclusive means no clear call, values can overlap the other calls
PrPC surface inh: cell surface PrPC inhibition, primary TR-FRET screen; P04156; TR-FRET read-out; inhibition, % at 13.8 µM; hit rate 0.43% among 370,000; AID 720596; in the data active means inhibition above about 24%; further: 0% = median of the test wells and 100% = reference compound wells
MazF activator: MazEF (E. coli) toxin RNase activation; P0AE70; FAM/BHQ RNA-DNA oligo cleavage fluorescence, 5 h; activation, % at 20 µM; hit rate 0.32% among 350,000; AID 504720; in the data active means activation above about 50%
Target sequence (P0AE70 whole entry, looked up): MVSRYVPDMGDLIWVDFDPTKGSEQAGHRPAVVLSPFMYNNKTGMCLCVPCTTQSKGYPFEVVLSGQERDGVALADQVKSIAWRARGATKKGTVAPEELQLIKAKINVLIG
Numbers without * were called inactive; ? = inconclusive; . = no result given.

SMILES | GDH-TPI counter | Rv3671c inh | Mtb FBA inh | FadD28 FP inh | UGM FP inh | BoNT F protease | Mtb BioA inh | PrPC surface inh | MazF activator
CCC(Oc1ccccc1)C(=O)Nc1ccc(S(=O)(=O)Nc2cnc3ccccc3n2)cc1 (stereo unspecified) | 7.6 | -5.2 | 9.2 | -2.5 | 0.9 | -2.4 | 2.0 | -2.0 | -0.8
CC(=O)NCCn1c(SCC(=O)NC2CCCCC2)nc2ccccc2c1=O | 4.3 | 0.9 | 1.7 | -1.3 | -2.6 | 0.0 | . | 0.6 | 1.5
CCOP(=O)(OCC)C(NC(=O)CC(C)C)C(Cl)(Cl)Cl (stereo unspecified) | -3.2 | 6.3 | -1.0 | -0.8 | -1.7 | 2.6 | . | -0.6 | 8.5
COc1ccc(CC(=O)Nc2ccc3c(c2)C(=O)N(CCC(=O)O)C3=O)cc1 | 2.3 | -0.4 | -1.4 | -1.2 | 0.4 | ? | 3.6 | -8.7 | -0.7
COc1ccc(/C=C2\SC(=S)N(CCC(=O)N(CCO)Cc3ccccc3)C2=O)cc1OC | 5.5 | -17.2 | 1.2 | 0.4 | 0.6 | 8.1 | -1.3 | -5.4 | -37.8
CCCOc1ccc(C(C)=O)cc1CC(C(N)=O)C(N)=O | -11.5 | 11.8 | -2.5 | -0.1 | 0.4 | . | 6.4 | 1.1 | 6.6
CC(C)Cn1c(CN2CCN(C)C(CCO)C2)nc2ccccc21 (stereo unspecified) | 10.6 | 1.5 | -1.4 | 0.5 | -3.8 | 7.5 | -2.1 | -14.9 | -2.0
O=C(NC1CCCCC1)N1CCN(c2ccccc2)CC1 | 1.4 | 6.8 | 0.1 | -4.5 | 3.6 | 0.1 | 0.0 | 0.5 | 7.0
CSCc1cc(N(C)c2ccccc2)nc(-c2ccccc2)n1 | -4.3 | -2.5 | -0.6 | -2.3 | -3.5 | 1.4 | -2.5 | 2.4 | -1.9
COc1cccc(-c2nnc(SCC(=O)N3CCCc4ccccc43)o2)c1 | -1.5 | 6.8 | 4.5 | -4.5 | 1.8 | -19.8 | 0.5 | 1.1 | -1.2
O=C(Nc1nc(-c2ccccn2)cs1)Nc1ccc(F)cc1F | 5.4 | 0.9 | 4.6 | 1.1 | -0.9 | 1.3 | -0.2 | 11.9 | 0.9
COc1ccc(/C=C2/SC(=S)N(c3ccc(S(=O)(=O)Nc4nccs4)cc3)C2=O)cc1 | 12.2 | -44.7 | -6.5 | -0.9 | 1.3 | ? | . | -2.2 | -15.5
CCN(C=C1CC2C3CC=C4CC(O)CCC4(C)C3CCC2(C)C1=O)CC (stereo unspecified) | 18.5 | . | -2.1 | 1.0 | . | -0.5 | -1.5 | -1.8 | 3.9
O=C1c2ccccc2C(=O)C1c1ccncc1 | 30.6 | 6.1 | -0.6 | -0.6 | 2.6 | 19.7 | 5.1 | -24.6 | 2.2
O=C(CSc1nnnn1-c1ccccc1)c1cc2ccccc2oc1=O | 4.5 | 1.9 | 1.1 | -2.7 | 1.3 | -28.0 | 0.6 | 0.0 | -0.3
Cc1cc(C)cc(N(CC(=O)NC2CCC(C)CC2)S(=O)(=O)c2c(C)noc2C)c1 (stereo unspecified) | 9.1 | 0.9 | 1.5 | -3.3 | -1.3 | -6.1 | 0.7 | -4.9 | 11.4

Three structures already listed, ordered by heavy-atom count, highest first:
SMILES | GDH-TPI counter | Rv3671c inh | Mtb FBA inh | FadD28 FP inh | UGM FP inh | BoNT F protease | Mtb BioA inh | PrPC surface inh | MazF activator
Cc1cc(C)cc(N(CC(=O)NC2CCC(C)CC2)S(=O)(=O)c2c(C)noc2C)c1 (stereo unspecified) | 9.1 | 0.9 | 1.5 | -3.3 | -1.3 | -6.1 | 0.7 | -4.9 | 11.4
CSCc1cc(N(C)c2ccccc2)nc(-c2ccccc2)n1 | -4.3 | -2.5 | -0.6 | -2.3 | -3.5 | 1.4 | -2.5 | 2.4 | -1.9
O=C1c2ccccc2C(=O)C1c1ccncc1 | 30.6 | 6.1 | -0.6 | -0.6 | 2.6 | 19.7 | 5.1 | -24.6 | 2.2

(listing goes on)
SMILES | GDH-TPI counter | Rv3671c inh | Mtb FBA inh | FadD28 FP inh | UGM FP inh | BoNT F protease | Mtb BioA inh | PrPC surface inh | MazF activator
CN(C(=S)Nc1ccc(Oc2ccccc2)cc1)C1CCCCC1 | 5.5 | -11.2 | -1.5 | 1.4 | 4.1 | -3.0 | . | 10.5 | -2.5
Cc1ccc(O)c(CNc2nccs2)c1 | 4.3 | 5.2 | 2.2 | 0.2 | 0.7 | -14.8 | -4.6 | 5.8 | -0.5
Cc1cc(C(=O)OC(C)C(=O)Nc2ccccc2)c(C)n1C1CC1 (stereo unspecified) | 2.7 | . | -2.4 | -1.7 | . | -4.3 | 1.2 | 0.4 | -6.7
CCOC(=O)C1CCN(S(=O)(=O)c2ccc3c(c2)CC(C)N3C(=O)C2CC2)CC1 (stereo unspecified) | -1.9 | 0.8 | 2.5 | 0.0 | -0.6 | 2.1 | -6.7 | 9.8 | 2.8
NC(=O)c1ccccc1NC(=O)CC1(CC(=O)O)CCCC1 | -3.4 | -7.2 | 1.4 | -2.1 | 2.4 | 1.6 | -0.9 | 5.5 | 5.7
COc1ccc(NC(C)=O)cc1S(=O)(=O)NC(C)c1ccc(-n2ccnc2)cc1 (stereo unspecified) | 0.7 | -1.9 | -0.4 | 0.2 | -0.8 | 3.5 | 0.0 | -1.7 | 3.7
O=C(CN1CCN(S(=O)(=O)/C=C/c2ccccc2)CC1)NC(=O)NCc1ccco1 | 10.2 | -2.0 | -1.1 | -2.0 | 1.5 | -3.6 | -1.5 | -2.5 | -6.3
CC(C)(C)NC(=O)NC(=O)COC(=O)Cc1c(Cl)cccc1Cl | -4.4 | 3.0 | -1.6 | -0.2 | -0.5 | -6.0 | . | 1.0 | 1.3
Cc1ccccc1CN1CCN(CC(=O)NCc2ccc3c(c2)OCO3)C1=O | 1.4 | 6.2 | 2.1 | -0.9 | -1.1 | 4.1 | 0.9 | 1.0 | 9.4
COc1cccc(C(=O)Nc2cc(NC(=O)c3cccs3)ccc2C)c1 | 5.1 | -4.5 | 0.7 | -4.5 | 2.3 | 11.4 | 2.7 | 10.9 | 19.8
COc1cc(Cl)c(C)cc1NC(=O)CNC(C)c1ccccc1OC (stereo unspecified) | 1.3 | -1.9 | 1.6 | 0.7 | -1.1 | -4.0 | . | 1.8 | -4.6
Cc1ccccc1Nc1nc(N)nc(COC(=O)CCC(=O)c2ccc(F)cc2)n1 | 2.1 | . | 2.9 | -0.1 | . | -7.6 | . | 2.2 | -1.4
COc1ccc2c(c1)c(C(=O)N/N=C/c1cccs1)c(C)n2C | 38.7* | 5.6 | 5.1 | -1.5 | -1.6 | 5.6 | 1.8 | 3.6 | 0.9
CCc1c(C)c2ccc(OCC(=O)NCC3CCC(C(=O)O)CC3)cc2oc1=O (stereo unspecified) | 18.6 | -0.3 | 79.4* | 0.3 | -1.9 | -2.1 | 1.9 | -1.4 | 0.6
O=C(CSc1nnc(NC(=O)C2CCCCC2)s1)NCc1ccco1 | -0.6 | -0.4 | -0.2 | -2.4 | 0.1 | -5.3 | . | 11.2 | -1.7
Cc1ccc(NC(=S)N2CCSC2c2cccs2)cc1 (stereo unspecified) | 4.3 | 2.7 | 1.9 | -2.6 | 1.0 | -2.3 | . | -2.0 | -3.1
O=C(NCc1ccco1)Nc1ccc(Br)cc1Cl | 14.0 | 6.4 | 2.3 | -2.9 | -0.3 | -0.8 | . | 6.4 | -0.4
COc1ccc(S(=O)(=O)N2CCCCCC2)cc1C(=O)NC1(C)CCS(=O)(=O)C1 (stereo unspecified) | 1.1 | -1.0 | -1.3 | -6.2 | 0.3 | -0.4 | 0.7 | 4.7 | 3.9
O=C(NCc1cccc(Cl)c1)c1ccco1 | -7.4 | -4.8 | -1.1 | -0.2 | 0.1 | -2.2 | . | -7.6 | 2.8
Cc1ccc(C(C)c2c(C)c([N+](=O)[O-])cc(C)c2[N+](=O)[O-])cn1 (stereo unspecified) | -0.8 | 1.3 | 0.5 | -1.6 | -3.1 | 4.1 | 1.0 | 1.8 | -1.4
Cc1cc2oc(=O)cc(CSc3nc(N)cc(N)n3)c2cc1C | 8.7 | -7.8 | 1.0 | -0.6 | -0.5 | 10.3 | -0.2 | -1.6 | 40.6
Cc1ccccc1-n1c(C)nnc1SCC(=O)NCC1CCCO1 (stereo unspecified) | 0.0 | -10.0 | 1.5 | 0.2 | 2.3 | -7.6 | . | -1.6 | -1.1
Cc1cnn(-c2cc(N/N=C/c3cccc(F)c3)ncn2)c1 | 7.8 | 4.1 | 0.8 | -0.1 | -1.5 | -1.2 | -1.2 | -0.8 | -21.4
Cc1cc(=O)oc2cc(NC(=O)CCOc3ccccc3)ccc12 | 16.5 | -17.8 | 20.2 | -3.9 | 1.5 | -22.5 | -2.3 | -0.4 | 22.8
Nc1nc(Cl)cc(N2CCC(c3cc(-c4ccc(Cl)cc4)n[nH]3)CC2)n1 | 6.7 | -29.4 | -1.1 | -7.9 | -5.7 | -2.3 | 0.4 | 12.5 | -12.9
Cn1c(SCC(=O)NCc2ccc3c(c2)OCO3)nc2c(c1=O)SCC2 | -8.3 | 4.1 | -1.3 | 1.0 | -2.1 | -0.5 | 8.4 | -3.7 | -0.5
Cc1cccc(OCC2CCCN(Cc3nc(C4CC4)no3)C2)c1 (stereo unspecified) | 3.9 | -7.5 | 1.7 | -2.8 | 0.7 | 4.3 | -0.1 | -1.2 | -3.7
CC1CCCCN1CCNC(=O)c1ccc2c(c1)N(Cc1ccccc1F)C(=O)c1ccccc1S2=O (stereo unspecified) | -3.0 | -11.4 | -6.2 | -4.0 | -0.8 | 5.1 | . | -3.2 | 11.6
Cc1ccc(-c2nc(N/N=C/c3cccnc3)c3ccccc3n2)cc1 | 7.9 | -35.2 | -1.1 | -5.9 | -0.7 | -2.0 | -0.4 | -10.4 | -0.7
CCCNC(=O)C(=O)NCc1ccccn1 | -5.8 | 7.2 | 6.5 | -0.8 | 0.5 | 0.0 | . | 3.5 | 5.6
CCOC(=O)c1sc(NC(=O)C2CC(=O)N(c3ccc4c(c3)OCCO4)C2)nc1C (stereo unspecified) | 15.4 | -5.8 | -1.5 | -2.1 | . | -1.4 | 1.1 | -5.6 | 5.0
O=[N+]([O-])c1ccccc1S(=O)(=O)c1ccccc1 | 11.6 | 2.0 | 1.9 | -1.9 | 3.1 | ? | . | -11.9 | 2.4
Cc1cc(NC(=O)c2ccccc2C)n(-c2cccc(F)c2)n1 | -1.7 | 3.8 | 1.4 | -0.3 | -2.0 | -1.1 | -1.0 | 6.0 | 11.0
COc1ccc(S(=O)(=O)N2CCOCC2)cc1NC(=O)CN(C)CC(=O)Nc1cccc(F)c1 | 0.0 | -2.5 | 1.7 | -1.9 | 0.9 | -7.2 | 6.4 | 1.5 | -1.1
Cc1c(-c2nc(N)nc(Nc3ccc(F)cc3)n2)oc2ccccc12 | 14.4 | -16.0 | -1.6 | -2.9 | 0.6 | 12.5 | -0.9 | -2.3 | -34.1
CC(=O)N(C(C)=O)N1C(=O)c2cccc3c(N4CCOCC4)ccc(c23)C1=O | 2.1 | -0.7 | -3.6 | -2.4 | 3.6 | -2.1 | . | -37.8 | -90.0
COc1cccc(CC(=O)N2CCC(n3nccc3NC(=O)C3CC3)CC2)c1 | -1.0 | . | 0.0 | -5.0 | -2.7 | -12.3 | -1.0 | -8.6 | 3.5
CC(=O)Nc1ccc(NC(=O)c2ccc(CN3CCc4ccccc4C3)cc2)cc1 | 13.4 | 0.0 | -0.9 | -0.6 | 5.3 | ? | -1.1 | 4.2 | -9.2
CCOC(=O)C1=C(C)NC(C)=C(C(=O)OCC)C1c1sccc1C | 5.3 | -14.7 | 0.4 | ? | 0.1 | 8.1 | -0.5 | 17.2 | -13.5

Molecules above with a nitro group on carbon (two):
SMILES | GDH-TPI counter | Rv3671c inh | Mtb FBA inh | FadD28 FP inh | UGM FP inh | BoNT F protease | Mtb BioA inh | PrPC surface inh | MazF activator
Cc1ccc(C(C)c2c(C)c([N+](=O)[O-])cc(C)c2[N+](=O)[O-])cn1 (stereo unspecified) | -0.8 | 1.3 | 0.5 | -1.6 | -3.1 | 4.1 | 1.0 | 1.8 | -1.4
O=[N+]([O-])c1ccccc1S(=O)(=O)c1ccccc1 | 11.6 | 2.0 | 1.9 | -1.9 | 3.1 | ? | . | -11.9 | 2.4

Assay outcomes as filed in PubChem.

Compounds as they come; any-hit rate near 4.8%.
